Spn PMK inh: S. pneumoniae PMK inhibitors, primary screen, biochemical, mevalonate pathway, pilot trial included. phosphomevalonate kinase (Streptococcus pneumoniae D39). purified PMK, PK/LDH-coupled NADH absorbance 340 nm. inhibition, % at 10 µM. 65,000 tested, 0.49% active. AID 539, 2006;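 active = top-ranked compounds by inhibition in the single 10 µM screen, taking a fixed number of the strongest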;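 also: 0% = full reaction with DMSO carrier and 100% = background rate without enzyme reaction; no value below 0 was filed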
TNAP inhibition: human TNAP enzyme inhibitors, biochemical, luminescent (AID 518). Alkaline phosphatase, tissue-nonspecific isozyme (Homo sapiens). purified TNAP enzyme, luminescent substrate readout; higher % means a stronger effect. inhibition, % at 20 µM, or IC50 in µM where a hit was titrated. 64,000 tested, 0.09% active; in the data active = a potency from the dose series; inactive = the rest, 99 in 100 with inhibition below about 22%;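 also: plate controls were vehicle for no effect and reference inhibitor for full effect; many of its hits are not listed in these tables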
HPDE-C7 cytotoxicity: cytotoxicity in HPDE-C7 cells, cell-based, fluorescence, HTS (AID 430); HPDE-C7 pancreatic duct cells viability, fluorescence; higher % means a stronger effect; one-dose cytotoxicity, % at 10 µM; EC50 in µM for titrated hits; 63,000 tested, 1.8% active;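 also: cells exposed to compound for 48 hours before viability readout; 0% = vehicle and 100% = reference cytotoxic drug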
Bfl-1 inhibitors: Bfl-1 inhibitors, primary screen, biochemical, fluorescence polarization, FITC-Bid, mouse (AID 432). Bcl-2-related protein A1 (Mus musculus). FITC-Bid BH3 peptide fluorescence polarization displacement; higher % means a stronger effect. displacement, % at 20 µM, or IC50 in µM where a hit was titrated. 64,000 tested, 0.02% active; in the data active = a potency from the dose series; inactive = the rest, 99 in 100 with displacement below about 15%; also: strong numbers were not always called active
HT1080 viability: cytotoxicity in HT1080 fibrosarcoma cells, cell-based, fluorescence readout (AID 620). HT1080 viability, fluorescence; higher % means a stronger effect. cytotoxicity, % at 10 µM, or EC50 in µM where a hit was titrated. 87,000 tested, 0.42% active;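 also: cells exposed to compound overnight then 4 h with Alamar Blue; 0% = vehicle DMSO and 100% = killing control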
Spn MK inh: S. pneumoniae MK inhibitors, primary screen, biochemical, PK/LDH-coupled NADH absorbance; mevalonate kinase [Streptococcus pneumoniae D39]; inhibition, % at 10 µM; purified MK, PK/LDH-coupled NADH absorbance 340 nm; 65,000 tested, 0.48% active;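 active = ranked among the strongest by inhibition in the single 10 µM screen, a fixed top-ranked set picked for dose follow-up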; also: no value below 0 was filed
KRASV12 cytotoxicity: cytotoxicity in KRAS-transformed pancreatic duct cells, primary screen, cell-based, fluorescence, HTS (AID 431); 63,000 tested, 1.7% active; HPDE-C7K KRASV12 cells, Alamar Blue viability, 48 h; higher % means a stronger effect; cytotoxicity, % at 10 µM, or EC50 in µM where a hit was titrated;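 active = compounds whose percent cytotoxicity in the single-dose primary screen, scaled between solvent and toxic-drug controls, exceeds 50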;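 also: 0% = DMSO solvent wells and 100% = doxorubicin-treated wells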
LYP inhibition: LYP phosphatase inhibitors, primary screen, biochemical, DiFMUP fluorescence, recombinant catalytic domain, 10 µM (AID 606); Tyrosine-protein phosphatase non-receptor type 22 (Homo sapiens); recombinant LYP catalytic domain, DiFMUP fluorescence; higher % means a stronger effect; one-dose inhibition, % at 10 µM; IC50 in µM for titrated hits; 52,000 tested, under 10 active;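 active = IC50 under 40 µM in the dose-response test; inactive = IC50 of 40 µM or more, or never dose-tested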
Spn DPM-DC inh: S. pneumoniae DPM-DC inhibitors, primary screen, biochemical, PK/LDH-coupled NADH fluorescence. diphosphomevalonate decarboxylase (Streptococcus pneumoniae D39). calls only at 10 µM. 65,000 tested, 0.49% active. purified DPM-DC;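 active = the 320 compounds with the highest percent inhibition in the single-dose primary screen, excluding strongly autofluorescent ones, cut at about 32% in these data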;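 also: kinetic rate of NADH fluorescence loss reporting ADP formed by the decarboxylase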
Spn PMK inh pilot replicates: recorded beside Spn PMK inh, whose call it bears; inhibition, %; measured here: pilot screen replicates
Spn MK inh pilot replicates: also measured in Spn MK inh; calls as there; inhibition, %; measured here: pilot screen replicates
Spn DPM-DC inh pilot screen %: second read-out of Spn DPM-DC inh, no call of its own (marks repeat the call); inhibition, %; measured here: pilot screen trials
* hit, by the source's call. Rule as the data show it, unless noted: active = cytotoxicity above about 50%; inactive = the rest.

For CC(C)(C)n1nnnc1C(c1cccc(C#N)c1)N1CCC(Cc2ccccc2)CC1 (stereo not drawn) the results were Spn PMK inh 13, TNAP inhibition 18%, HPDE-C7 cytotoxicity 4%, Bfl-1 inhibitors -15%, HT1080 viability -10%, Spn MK inh 0, KRASV12 cytotoxicity 14%, LYP inhibition -8%, Spn DPM-DC inh inactive, Spn PMK inh pilot replicates 7.0, Spn MK inh pilot replicates 0.0 and Spn DPM-DC inh pilot screen % 0.0.
For CCOC(=O)c1cccc(NC(=O)C2CCCN(S(=O)(=O)c3cnc[nH]3)C2)c1 (stereo not drawn) the results were Spn PMK inh 6, TNAP inhibition 10%, HPDE-C7 cytotoxicity -2%, Bfl-1 inhibitors -4%, HT1080 viability -6%, Spn MK inh 11, KRASV12 cytotoxicity -2%, LYP inhibition 0% and Spn DPM-DC inh inactive.
For O=c1cc(CO)oc(CN2CCC(Cc3ccccc3)CC2)c1O the results were Spn PMK inh 18, TNAP inhibition 9%, HPDE-C7 cytotoxicity 7%, Bfl-1 inhibitors -4%, HT1080 viability 12%, Spn MK inh 0, KRASV12 cytotoxicity 1%, LYP inhibition 14% and Spn DPM-DC inh inactive.
Screening Cc1nn(CC(=O)Nc2ccccn2)c(=O)c2ccccc12 returned Spn PMK inh 10, TNAP inhibition 6%, HPDE-C7 cytotoxicity -10%, Bfl-1 inhibitors -4%, HT1080 viability 3%, Spn MK inh 7, KRASV12 cytotoxicity -2%, LYP inhibition 5% and Spn DPM-DC inh inactive.
`CCN(CC)S(=O)(=O)c1cccc(C(=O)N2CCCCC2)c1` gave Spn PMK inh 0, TNAP inhibition 3%, HPDE-C7 cytotoxicity 2%, Bfl-1 inhibitors -5%, HT1080 viability 12%, Spn MK inh 4, KRASV12 cytotoxicity -13%, LYP inhibition 10% and Spn DPM-DC inh inactive.
COc1ccccc1-c1cc(C2CC2)nc(N)c1C#N was read as Spn PMK inh 7, TNAP inhibition 6%, HPDE-C7 cytotoxicity 2%, Bfl-1 inhibitors 2%, HT1080 viability 3%, Spn MK inh 6, KRASV12 cytotoxicity -3% and LYP inhibition 9%.
`COC(=O)c1nc2n(n1)C(c1cccc(Cl)c1)C1=C(CC(C)(C)CC1=O)N2` (stereo not drawn) gave Spn PMK inh 4, TNAP inhibition 6%, HPDE-C7 cytotoxicity 4%, Bfl-1 inhibitors 3%, HT1080 viability 1%, Spn MK inh 5, KRASV12 cytotoxicity 5%, LYP inhibition 9% and Spn DPM-DC inh inactive.
CN(CCc1ccccn1)S(=O)(=O)c1ccccc1F was read as Spn PMK inh 0, TNAP inhibition 0%, HPDE-C7 cytotoxicity -18%, Bfl-1 inhibitors -2%, HT1080 viability 4%, Spn MK inh 16, KRASV12 cytotoxicity 6%, LYP inhibition 11% and Spn DPM-DC inh inactive.
`CN1CCN(CCN2CCn3c2nc2ccccc23)CC1` gave Spn PMK inh 13, TNAP inhibition 12%, HPDE-C7 cytotoxicity -12%, Bfl-1 inhibitors -6%, HT1080 viability -3%, Spn MK inh 14, KRASV12 cytotoxicity 0%, LYP inhibition 20% and Spn DPM-DC inh inactive.
`COc1cc(C2c3c(-c4cc(C)cc(C)c4O)n[nH]c3C(=O)N2CCCO)cc(OC)c1OC` (stereo not drawn) gave Spn PMK inh 9, TNAP inhibition -8%, HPDE-C7 cytotoxicity 1%, Bfl-1 inhibitors -5%, HT1080 viability -2%, Spn MK inh 10, KRASV12 cytotoxicity 12% and Spn DPM-DC inh inactive.
For O=C(Nc1ccc(Cl)cc1)N1CCN(c2ccc3nnc(-c4ccc(F)cc4)n3n2)CC1 the results were Spn PMK inh 3, TNAP inhibition 8%, HPDE-C7 cytotoxicity 70%*, Bfl-1 inhibitors 1%, HT1080 viability 14%, Spn MK inh 0, KRASV12 cytotoxicity 59%*, LYP inhibition 10% and Spn DPM-DC inh inactive.
Screening COc1ccc(NC(=O)N(Cc2cc3cc(OC)ccc3[nH]c2=O)CC2CCCO2)cc1 (stereo not drawn) returned Spn PMK inh 17, TNAP inhibition 8%, HPDE-C7 cytotoxicity 1%, Bfl-1 inhibitors -7%, HT1080 viability -20%, Spn MK inh 9, KRASV12 cytotoxicity -9% and Spn DPM-DC inh inactive.
Screening CCOP(=O)(c1ccc(N(C)C)cc1)C(O)c1ccc(Cl)cc1 (stereo not drawn) returned Spn PMK inh 16, TNAP inhibition 0%, HPDE-C7 cytotoxicity -2%, Bfl-1 inhibitors -9%, HT1080 viability 29%, Spn MK inh 7, KRASV12 cytotoxicity -15% and Spn DPM-DC inh inactive.
For Cn1c(Cn2c(=O)sc3ccccc32)nnc1SCC(=O)NCC1CCCO1 (stereo not drawn) the results were Spn PMK inh 4, TNAP inhibition 7%, HPDE-C7 cytotoxicity -1%, Bfl-1 inhibitors -11%, HT1080 viability 0%, Spn MK inh 5, KRASV12 cytotoxicity 0%, LYP inhibition -5% and Spn DPM-DC inh inactive.
CCC(OC(=O)CC1Sc2ccccc2NC1=O)C(=O)NCC1CCCO1 (stereo not drawn) was read as Spn PMK inh 7, TNAP inhibition 8%, HPDE-C7 cytotoxicity -21%, Bfl-1 inhibitors -4%, HT1080 viability 22%, Spn MK inh 0, KRASV12 cytotoxicity -3%, LYP inhibition 5% and Spn DPM-DC inh inactive.
For Cc1ccc(-n2ncc3c(=O)[nH]c(SCC(=O)N4CCCC4)nc32)cc1C the results were Spn PMK inh 10, TNAP inhibition 4%, HPDE-C7 cytotoxicity -13%, Bfl-1 inhibitors 2%, HT1080 viability 0%, Spn MK inh 6, KRASV12 cytotoxicity -15% and Spn DPM-DC inh inactive.
CCOC(=O)c1cccc(NC2c3ccccc3C(=O)N2Cc2ccco2)c1 (stereo not drawn) was read as Spn PMK inh 0, TNAP inhibition 22%, HPDE-C7 cytotoxicity 0%, Bfl-1 inhibitors 0%, HT1080 viability -4%, Spn MK inh 0, KRASV12 cytotoxicity 14%, LYP inhibition 5%, Spn DPM-DC inh inactive, Spn PMK inh pilot replicates 1.5, Spn MK inh pilot replicates 1.0 and Spn DPM-DC inh pilot screen % 2.0.
Screening CCCC1CCC(C(=O)Nn2c(C)nc3ccccc3c2=O)CC1 (stereo not drawn) returned Spn PMK inh 7, TNAP inhibition 19%, HPDE-C7 cytotoxicity 10%, Bfl-1 inhibitors -7%, HT1080 viability 4%, Spn MK inh 6, KRASV12 cytotoxicity 18%, LYP inhibition 1%, Spn DPM-DC inh inactive, Spn PMK inh pilot replicates 4.0, Spn MK inh pilot replicates 1.5 and Spn DPM-DC inh pilot screen % 0.0.
O=C(CSc1nnc(-c2ccc(S(=O)(=O)N3CCOCC3)cc2)o1)c1ccccc1F was read as Spn PMK inh 13, TNAP inhibition -3%, HPDE-C7 cytotoxicity -18%, Bfl-1 inhibitors 13%, HT1080 viability -13%, Spn MK inh 5, KRASV12 cytotoxicity -17%, LYP inhibition 8% and Spn DPM-DC inh inactive.
For Cc1nn(Cc2ccccc2Cl)c(C)c1N the results were Spn PMK inh 9, TNAP inhibition 3%, HPDE-C7 cytotoxicity -21%, Bfl-1 inhibitors -15%, HT1080 viability 16%, Spn MK inh 0, KRASV12 cytotoxicity -10%, LYP inhibition 4% and Spn DPM-DC inh inactive.
For O=C(Cn1cnc2ccccc2c1=O)Nc1ccc(-c2nnc3n2CCCCC3)cc1 the results were Spn PMK inh 17, TNAP inhibition 7%, HPDE-C7 cytotoxicity -5%, Bfl-1 inhibitors -4%, HT1080 viability -1%, Spn MK inh 7, KRASV12 cytotoxicity 8%, LYP inhibition 11% and Spn DPM-DC inh inactive.
`O=C(O)CCCNC(=O)OCc1ccccc1` gave Spn PMK inh 17, TNAP inhibition 9%, HPDE-C7 cytotoxicity -1%, Bfl-1 inhibitors -8%, HT1080 viability 20%, Spn MK inh 8, KRASV12 cytotoxicity 10%, LYP inhibition 1% and Spn DPM-DC inh inactive.
`COc1ccccc1NC(=O)CN1CCN(CC(=O)Nc2ccc(Cl)c(C(F)(F)F)c2)CC1` gave Spn PMK inh 5, TNAP inhibition 9%, HPDE-C7 cytotoxicity 46%, Bfl-1 inhibitors 0%, HT1080 viability -2%, Spn MK inh 1, KRASV12 cytotoxicity 40%, LYP inhibition 8% and Spn DPM-DC inh inactive.
Screening Cc1ccc(-c2noc(-c3ccccc3C(=O)NCC3CCCO3)n2)cc1 (stereo not drawn) returned Spn PMK inh 0, TNAP inhibition 12%, HPDE-C7 cytotoxicity -1%, Bfl-1 inhibitors -8%, HT1080 viability 5%, Spn MK inh 6, KRASV12 cytotoxicity -19%, LYP inhibition 3%, Spn DPM-DC inh inactive, Spn PMK inh pilot replicates 0.0, Spn MK inh pilot replicates 9.0 and Spn DPM-DC inh pilot screen % 3.0.
CC(C)(C)OC(=O)N[C@@H](Cc1ccccc1)c1nnc(S(=O)(=O)Cc2ccccc2)o1 was read as Spn PMK inh 19, TNAP inhibition 7%, HPDE-C7 cytotoxicity 17µM*, Bfl-1 inhibitors 17%, Spn MK inh 12 and Spn DPM-DC inh inactive.
COc1ccc(N2C(=O)CCC(C(=O)NCc3ccccn3)C2c2ccc(OC)c(OC)c2)cc1 (stereo not drawn) was read as Spn PMK inh 0, TNAP inhibition 6%, HPDE-C7 cytotoxicity -9%, Bfl-1 inhibitors -7%, HT1080 viability -2%, Spn MK inh 8, KRASV12 cytotoxicity -4%, LYP inhibition 18% and Spn DPM-DC inh inactive.
Cc1cc2nncn2c(Cc2ccccc2)n1 was read as Spn PMK inh 5, TNAP inhibition 12%, HPDE-C7 cytotoxicity 4%, Bfl-1 inhibitors -6%, HT1080 viability 2%, Spn MK inh 9, KRASV12 cytotoxicity 4% and Spn DPM-DC inh inactive.
`CC1Cc2nc(SCC(=O)Nc3ccc4c(c3)OCO4)n(Cc3ccccc3)c(=O)c2S1` (stereo not drawn) gave Spn PMK inh 0, HT1080 viability -2%, Spn MK inh 3, LYP inhibition 14% and Spn DPM-DC inh inactive.
CCn1c(=O)cc(OCC(=O)NCc2ccc(C)o2)c2ccccc21 was read as Spn PMK inh 13, TNAP inhibition 8%, HPDE-C7 cytotoxicity -2%, Bfl-1 inhibitors -1%, HT1080 viability 3%, Spn MK inh 2, KRASV12 cytotoxicity -5% and Spn DPM-DC inh inactive.

The order is random (roughly 3.5% active in at least one column).
